# High-throughput results: PubChem, The Scripps Research Institute Molecular Screening Center
# DDE Tn6 FP inh – disrupts Tn6 cyclic peptide binding to fibrin D-Dimer-E complex; P02675; Fibrin DD(E) TRITC-Tn6 fluorescence polarization displacement; inhibition, % at 8.3 µM; actives 0.21% (n = 370,000);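 active means inhibition above a per-campaign cutoff: mean of compounds within control limits plus 3 SD, cut at about 15% in these data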;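 further: 0% = median of all compound wells on the plate and 100% = blocking peptide control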
# Tn7 DDE FP – DD(E)-Tn7 binding inhibition, primary FP screen. P02675. FP displacement of FITC-Tn7 peptide from fibrin DD(E); 0% = median of compound wells per plate. inhibition, % at 8.3 µM. actives 0.13% (n = 370,000);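 active means inhibition above the mean of compounds falling within the control limits plus 3 SD of them, cut at about 14% in these data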;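 further: 0% = plate median of compound wells and 100% = 10 µM Aha-Tn7 peptide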
#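 Test system – human fibrin DD(E) · Times – 10 min preincubation, 3 h with tracer, room temperature · Detection – fluorescence polarization of the labelled Tn7 tracer · Measure – percent inhibition normalized to high-control wells · Benchmarks – high control wells with 10 µM unlabelled Aha-Tn7 peptide (full inhibition) · Repeats – singlicate testing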
# ASAP1 inh – blocks human ASAP1-stimulated Arf1 GTP hydrolysis; Q9ULH1; GDP FP detection; inhibition, % at 16.5 µM; actives 0.19% (n = 360,000); AID 624377; in the data active means inhibition above about 25%;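 further: 0% = vehicle with enzyme and substrate and 100% = no enzyme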
# UHRF1 binding – UHRF1 methyl-DNA binding inhibition | inhibition, % at 4.4 µM | actives 0.75% (n = 370,000) | UHRF1 binding to methylated oligo, TR-FRET; in the data active means inhibition above about 21%;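 further: UHRF1 SRA domain binding a hemimethylated CpG hairpin DNA probe; 0% = median of test compound wells and 100% = reference inhibitor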
# ADAM17 inh – inhibits human ADAM17 | P78536 | recombinant ADAM17, EDANS/DABCYL FRET peptide cleavage | inhibition, % at 6.95 µM | actives 0.83% (n = 370,000) | AID 720648;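 active means inhibition above the mean of compounds lying between control limits plus 3 SD, set per campaign, cut at about 8.5% in these data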;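 further: 0% = DMSO-only wells as the low control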
# ARFGAP1 inh – inhibitors of rat ARFGAP1; Q62848; actives 0.26% (n = 360,000); inhibition, % at 16.5 µM; Arfgap1-stimulated ARF1 GTP hydrolysis, GDP FP detection;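 active means inhibition above a per-plate limit, mean inhibition of low control wells plus 3 SD, cut at about 25% in these data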;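 further: 0% = DMSO wells with enzyme and 100% = wells lacking Arfgap1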
# Target sequence (Q62848 1-136 limits assumed): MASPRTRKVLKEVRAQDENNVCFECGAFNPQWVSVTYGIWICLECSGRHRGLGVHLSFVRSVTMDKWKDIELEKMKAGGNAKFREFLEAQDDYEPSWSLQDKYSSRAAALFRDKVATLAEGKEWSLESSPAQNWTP
#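 Replicates: Single well per compound | Assay system: Truncated rat Arfgap1 GAP domain | Control set: No-Arfgap1 wells (100%) versus DMSO full-reaction wells (0%) | Times: Enzyme reaction 120 min at 25 °C after 20 min preincubation | Reagent: Human ARF1(Δ1-17)-GTP substrate | Measured by: Tracer-displacement fluorescence polarization with EDTA stop, 620/688 nm | Measure: Percent inhibition of Arfgap1-stimulated GTP hydrolysis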
# KLK7 zymogen act – activators of human kallikrein-7 zymogen; actives 0.9% (n = 370,000); activation, % at 7 µM; AID 652039; P49862; purified proKLK7, EDANS-DABCYL substrate fluorescence; 100% is mature enzyme control, 0% vehicle;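 active means activation above the mean of all tested compounds plus 3 SD, computed per campaign excluding outliers beyond control limits, cut at about 13% in these data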
# Target sequence (P49862 whole entry, looked up): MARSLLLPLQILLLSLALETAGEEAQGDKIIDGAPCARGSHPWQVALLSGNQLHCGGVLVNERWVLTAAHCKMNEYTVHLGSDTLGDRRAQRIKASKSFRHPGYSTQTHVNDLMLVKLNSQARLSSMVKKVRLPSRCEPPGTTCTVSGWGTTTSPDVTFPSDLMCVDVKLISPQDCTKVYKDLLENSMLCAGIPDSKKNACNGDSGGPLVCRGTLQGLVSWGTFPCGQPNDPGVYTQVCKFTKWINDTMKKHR
# PLCg1 inh – blocks human PLC-gamma1 enzyme activity | P19174 | purified PLC-gamma1, fluorogenic substrate, fluorescence | inhibition, % at 12.2 µM | actives 0.84% (n = 370,000); in the data active means inhibition above about 9.5%
# MBD2 inh – MBD2-methylated oligo binding inhibition; Q9UBB5; TR-FRET, MBD2 binding to methylated oligonucleotide; inhibition, % at 4.4 µM; actives 0.31% (n = 370,000); in the data active means inhibition above about 13%
# Target sequence (Q9UBB5 whole entry, looked up): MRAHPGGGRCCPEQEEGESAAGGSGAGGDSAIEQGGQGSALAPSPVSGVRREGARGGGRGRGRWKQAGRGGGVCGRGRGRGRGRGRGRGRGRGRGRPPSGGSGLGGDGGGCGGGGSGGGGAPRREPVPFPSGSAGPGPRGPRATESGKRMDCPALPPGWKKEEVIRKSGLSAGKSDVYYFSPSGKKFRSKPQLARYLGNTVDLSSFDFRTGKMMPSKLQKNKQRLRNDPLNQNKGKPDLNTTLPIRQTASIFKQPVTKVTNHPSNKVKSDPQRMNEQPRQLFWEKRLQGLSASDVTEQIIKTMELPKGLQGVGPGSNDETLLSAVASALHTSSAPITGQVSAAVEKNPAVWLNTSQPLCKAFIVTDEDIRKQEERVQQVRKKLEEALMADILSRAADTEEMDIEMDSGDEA
# PLCb3 inh – blocks human PLC-beta3 enzyme activity. Purified PLC-beta3, fluorogenic substrate, fluorescence. inhibition, % at 12.2 µM. actives 0.18% (n = 370,000); in the data active means inhibition above about 11%;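 further: 0% = median of compound wells on plate and 100% = full blocker control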
# * hit, by the source's call; i = inactive; · = no result given.
Compound,UHRF1 binding,Tn7 DDE FP,MBD2 inh,PLCg1 inh,DDE Tn6 FP inh,ARFGAP1 inh,ADAM17 inh,KLK7 zymogen act,ASAP1 inh,PLCb3 inh
C[C@@H]1COc2cc(Br)ccc2S(=O)(=O)N1Cc1cn(Cc2ccccc2)nn1,-1,-9,-4,3,-3,·,2,0.2,·,2
COc1ccc2nc(N3CCN(C(=O)c4ccc([N+](=O)[O-])o4)CC3)sc2c1,-3,-11,3,0,-1,2,2,0.4,11,3
O=C(COC(=O)C1CCN(c2ccc(C(F)(F)F)cn2)CC1)Nc1ccc(F)cc1[N+](=O)[O-],2,10,-8,-1,-4,-4,-1,0.4,-1,-3
CC(=O)Nc1ccc(C(=O)N2CC(=O)NC(=O)C2)cc1,2,0,-4,1,-5,7,1,0.5,-1,-4
CN(C(=O)NC1CCCCC1)[C@H]1C[C@H]2c3[nH]c4ccccc4c3CCN2C(=O)[C@H]1CO,-11,11,-3,-412,-2,-9,-274,-26,1,i
CCC(C)(NC(=O)c1ccccc1)C(=O)O (stereo not given),1,4,10,7,-4,21,-2,-0.2,1,-4
C=CCN(C(=O)Nc1ccccc1)C1CC(=O)N(c2ccc(OC)cc2)C1=O (stereo not given),2,-7,0,-1,-2,-2,-4,0.3,-2,0
CCc1ccc(-c2cc(C)no2)cc1S(=O)(=O)N1CCOc2ccc(C)cc21,5,1,5,1,-5,2,2,0.0,5,-6
O=C(Nc1nncs1)c1ccc(Br)c(S(=O)(=O)N2CCCC2)c1,-4,-4,3,-1,8,11,-4,-0.1,13,-1
CC(=O)c1ccc(NC(=O)C(C)Sc2n[nH]c(-c3cccnc3)n2)cc1 (stereo not given),-2,3,-3,0,-5,-2,-2,0.6,-12,-6
O=C(CCCN1C(=O)c2cccc3cccc(c23)C1=O)Nc1ccon1,-4,-2,-11,-11,-3,-12,-26,0.1,0,-7
Cc1cc2cc(CNC(=S)Nc3ccc(OC(F)F)cc3)ccc2[nH]1,-3,-8,-6,-15,-4,4,4,-0.7,10,-29
CCn1c(SCC(=O)NCc2ccco2)nnc1C1CCCC1,0,-1,0,-2,4,1,-4,-0.3,12,-7
CCC(C)C1C(C#N)=C(N)Oc2n[nH]c(-c3ccccc3)c21 (stereo not given),-1,4,2,1,-4,-1,3,-0.2,7,-5
O=C1OC(c2ccc(F)cc2)CC1CN1CCOCC1 (stereo not given),0,-7,-2,1,1,-1,-5,-0.1,5,2
CCCCN(CC)Cc1ccc(CNC(=O)Nc2ccc(Cl)cc2)o1,5,1,-2,-3,8,-8,4,-1.0,0,-4
CCc1ccc2oc(-c3cc(N)cc(C)c3O)nc2c1,-5,7,-5,-69,1,11,-3,-0.7,10,-86
CCOC(=O)CNC(=O)N(C)[C@H]1C[C@H]2c3[nH]c4ccccc4c3CCN2C[C@H]1[C@H](C)O,-2,8,-2,-244,7,-9,-36,11,-8,-312
O=C(N/N=C/c1sc(=O)n(-c2ccccc2)c1Cl)c1ccncc1,-2,1,-7,-17,-1,7,-4,0.7,-20,-28
CCCCCC(=O)Nc1sc(C)c(C)c1C#N,0,2,-6,-4,-1,-10,1,-0.1,11,-1
O=C1NC[C@H](Cc2ccccc2)N(C[C@H]2CCCN2C[C@H](Cc2ccc(O)cc2)N2C[C@H](Cc3ccc(O)cc3)N(CC3CCCCCC3)C(=O)C2=O)C1=O,-3,4,1,-1,2,8,1,0.2,5,4
O=C1CC(C(=O)N(c2cccc(F)c2)C(C(=O)NC2CCCC2)c2ccccn2)CS1 (stereo not given),0,-3,-3,1,2,3,-5,-0.1,-10,3
CCOC(=O)c1oc2cc(O)c(CC)cc2c(=O)c1-c1cscn1,4,3,8,2,4,-1,-5,1.6,16,-3
COC(=O)C1(C(C[N+](=O)[O-])c2ccc(C)cc2)C(=O)NCC1c1ccco1 (stereo not given),-1,0,5,-1,-1,-7,-9,0.0,10,-1
COc1ccc(CCNC(=O)COc2cc(C)cc3oc(=O)cc(C)c23)cc1,-1,1,0,-1,4,5,-1,0.0,-1,-8
O=C(/C(=C/c1ccccc1)n1cncn1)c1ccc(Cl)cc1Cl,-2,2,-6,3,-6,-5,4,1.2,-11,3
NS(=O)(=O)c1ccc(CCNC(=S)NC(=O)c2ccccc2Br)cc1,0,-2,8,2,-7,5,0,0.4,10,1
COc1ccc(/C=N/Nc2nc(Nc3ccccc3)nc(N3CCCCC3)n2)c(OC)c1,-8,-1,-8,5,-1,3,1,-0.5,2,3
CC(C)Cn1cnc2c(N)nc3ccccc3c21,1,0,2,-3,10,-1,-5,0.0,-10,0
COc1cccc(-n2c(=O)c3cc(OC)c(OC)cc3n(CC(=O)Nc3cc(C)[nH]n3)c2=O)c1,-2,2,-1,-5,-4,15,-23,1.2,12,-1
C/C(=N\S(=O)(=O)c1ccc(C)cc1)NC(=S)Nc1ccc(C)cc1,-1,1,1,-1,-2,8,-1,0.5,15,-2
Cc1ccc(S(=O)(=O)NCc2ccccc2)cc1C(=O)NC(C)c1ccc(S(N)(=O)=O)cc1 (stereo not given),1,0,0,-1,-2,21,-1,-0.2,-1,-6
Cc1onc(-c2ccccc2)c1C(=O)OCC(=O)N(C)c1c(N)n(Cc2ccccc2)c(=O)[nH]c1=O,-1,-5,4,3,-14,-2,-5,0.2,20,2
CCOC(=O)C(NCCCO)c1ccccc1 (stereo not given),1,8,-3,2,-2,8,-5,-1.0,-9,0
CC(=O)Nc1ccc(NC(=O)C(C)Sc2nc3nc(C)cc(C)n3n2)cc1 (stereo not given),-2,-3,2,-2,4,-1,-2,0.2,-3,-5
CC1CCN(c2nc(-c3cccnc3)nc3scc(-c4ccccc4)c23)CC1,-2,-6,3,0,-5,-2,-2,0.3,3,-3
Cn1c(/C(C#N)=C/c2cccc(O)c2)nc2ccccc21,-4,1,4,-8,0,10,-7,0.5,12,-10
O=C(COC(=O)c1cc(=O)[nH]c2ccccc12)Nc1ccc(Cl)cn1,0,-3,-1,-14,1,1,-9,-4.5,20,-19
O=C(c1ccc(NS(=O)(=O)c2ccc(Cl)c(Cl)c2)cc1)N1CCOCC1,2,-2,-3,-4,4,-2,3,-0.1,-1,-8
COC(=O)C(C(=O)OC)c1ccccc1NS(=O)(=O)c1ccc(C)cc1,-1,-2,2,4,2,7,5,0.6,10,4
c1ccc(Nc2ccccc2)cc1,1,-3,-2,-3,2,5,-3,-0.4,-9,-8
CC(C)C[C@H](NC(=O)c1nc[nH]c1C(=O)N1CCN(C(=O)OC(C)(C)C)CC1)C(=O)OC(C)(C)C,-6,-3,-3,2,-3,6,-1,0.8,-1,1
Cc1sc2ncnc(N3CCN(CCOc4ccc(Cl)cc4)CC3)c2c1C,0,0,-5,0,-11,11,-1,-0.6,5,-2
CC(C)C(=O)Nc1nnc(S(=O)(=O)N2c3ccccc3CC2C)s1 (stereo not given),2,2,-1,-1,-6,5,-4,0.4,5,2
Cc1cccc(-c2nnc(NC(=O)c3cccs3)s2)c1,-1,2,4,-7,-13,-2,-2,0.0,-5,-7
CCn1cc(C(=O)N(C)c2ccccc2F)c2cc(OC)c(OC)cc2c1=O,0,-3,0,0,2,4,-4,0.2,-4,-4
CC(C)N(Cc1cn(C)nc1-c1cccc(Cl)c1)CC1CCC(=O)N1 (stereo not given),-2,-2,1,3,-4,5,-5,-0.2,-4,-6
Cc1ccc(-c2nc(CS(=O)CC(=O)NCCN(CC(C)C)CC(C)C)c(C)o2)cc1 (stereo not given),0,-11,-1,0,-1,10,4,-0.1,-3,-10
O=C(CCc1ccccc1)N[C@H]1[C@@H](OC(=O)C2CC2)CCC[C@@]12C(=O)N(Cc1ccccc1)c1ccccc12,0,-6,1,7,-3,·,5,0.1,·,8
O=C(NCc1ccccc1)c1cc[n+](CC(=O)c2cccs2)cc1,-1,1,-7,-31,1,10,-10,-0.9,-5,-49
CN(C)CCCNc1nc(N)c([N+](=O)[O-])c(NCCO)n1,2,-4,-3,7,9,-1,2,0.0,-12,5
CCOc1ccc(-c2c(=O)n(OCC)c3ccccc3[n+]2[O-])cc1,2,2,-1,-18,-8,3,-7,0.1,-1,-29
CN(C)C(=O)c1cn(-c2ccccc2)nc1-c1cccc([N+](=O)[O-])c1,-2,-6,2,0,4,-1,-4,0.0,-8,-1
CN(C)C(=O)CSc1nnc(CCNC(=O)OC(C)(C)C)o1,0,-2,2,2,0,10,1,-0.4,5,-1
CCN(CC)CC1C(=O)N(c2ccc(OC)cc2)C1c1ccccc1 (stereo not given),-1,-1,-3,-1,7,-11,0,0.1,-5,4
CC(CNC(=O)c1ccc(Br)o1)NC(=O)c1ccc(Br)o1 (stereo not given),3,-3,-1,-1,5,5,3,0.1,-4,-3
Cc1ccc(C(=O)/C=C/c2cc(Br)cc(Br)c2O)o1,-3,2,-4,-61,2,-8,-3,-0.7,14,-83
COC(=O)[C@@]12CCCCN1[C@H](c1ccc(-c3ccccc3)cc1)[C@@H]1C(=O)N(C)C(=O)[C@@H]12,-2,-5,5,3,-13,12,1,0.2,-13,5
O=C(OCC(=O)N(CCc1ccccc1)Cc1ccccc1)c1ccc(F)c(S(=O)(=O)N2CCOCC2)c1,1,6,-2,1,5,0,5,0.6,-15,-7
CC(NC(=O)CSc1nc2sc3c(c2c(=O)n1-c1ccccc1)CCCC3)c1ccccc1 (stereo not given),2,5,-1,5,5,3,1,0.2,-9,1
Cc1ccc2nc(-c3ccccc3)cc(C(=O)Nc3cccnc3)c2c1,-2,-7,-1,2,0,15,-1,0.2,6,-3
CC(COc1ccc(C#N)cc1F)CN1CCC(C(O)(c2ccccc2)c2ccccc2)CC1 (stereo not given),0,-7,0,0,6,·,-1,0.0,·,1

# Four compounds from above, sorted by their value in PLCg1 inh, rising:
smiles,UHRF1 binding,MBD2 inh,PLCg1 inh,DDE Tn6 FP inh,ARFGAP1 inh,ADAM17 inh,KLK7 zymogen act,ASAP1 inh,PLCb3 inh
CCOc1ccc(-c2c(=O)n(OCC)c3ccccc3[n+]2[O-])cc1,2,-1,-18,-8,3,-7,0.1,-1,-29
C=CCN(C(=O)Nc1ccccc1)C1CC(=O)N(c2ccc(OC)cc2)C1=O (stereo not given),2,0,-1,-2,-2,-4,0.3,-2,0
NS(=O)(=O)c1ccc(CCNC(=S)NC(=O)c2ccccc2Br)cc1,0,8,2,-7,5,0,0.4,10,1
Cc1onc(-c2ccccc2)c1C(=O)OCC(=O)N(C)c1c(N)n(Cc2ccccc2)c(=O)[nH]c1=O,-1,4,3,-14,-2,-5,0.2,20,2
